Mcl1 Noxa PPI – disrupts binding of human Mcl-1 to Noxa peptide. Q07820. TR-FRET Mcl-1/Noxa peptide binding, 2 h. inhibition, % at 21.7 µM. hit rate 1.5% among 220,000. AID 1022;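 active means compounds that cut the protein-peptide binding signal by more than 50% relative to plate controls in a single-dose test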;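 further: His-tagged Mcl-1 with rhodamine Noxa BH3 peptide and terbium anti-His antibody; 0% = Mcl-1 plus Noxa peptide wells and 100% = peptide-only wells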
Target sequence (Q07820 whole entry, looked up): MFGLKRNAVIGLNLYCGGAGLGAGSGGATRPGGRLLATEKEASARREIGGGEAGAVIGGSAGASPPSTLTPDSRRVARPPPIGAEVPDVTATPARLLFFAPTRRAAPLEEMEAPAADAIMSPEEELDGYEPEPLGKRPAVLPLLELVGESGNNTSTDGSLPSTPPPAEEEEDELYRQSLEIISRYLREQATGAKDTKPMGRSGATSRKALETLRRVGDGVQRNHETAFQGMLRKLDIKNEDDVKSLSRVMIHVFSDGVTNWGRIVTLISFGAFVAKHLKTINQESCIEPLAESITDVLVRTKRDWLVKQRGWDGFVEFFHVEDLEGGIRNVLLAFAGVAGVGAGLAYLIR
Rac1 wt GTP bind – modulators of human Rac1 wildtype GTP binding. AID 757. P63000. GST-Rac1 beads, fluorescent GTP binding, flow cytometry; actives lie on both sides; 0 = cold GTP competed, 100 = untreated. GTP binding activity (% of control), % at 10 µM. hit rate 0.27% among 190,000;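 active means GTP binding activity at least 20 points away from the 100% control level, either lower or higher; inconclusive means compound flagged as likely green fluorescent, judged across all proteins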
Bim-Mcl-1 – inhibitors of Bim-Mcl-1 interaction, human; Q07820; inhibition, % at 10 µM; hit rate 0.1% among 190,000; Bead-based flow cytometry, Bim peptide-Mcl-1 binding; in the data active means inhibition above about 40%;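 further: 0% = no compound tracer wells and 100% = peptide blocker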
Avidin fluor – avidin bead compound fluorescence profile; fluorescence (KMESF) at 10 µM; Avidin beads, compound fluorescence 488/530 nm, flow cytometry; stronger effect = higher value; AID 1775; hit rate 0.38% among 220,000; in the data active means fluorescence above about 47; further: inactives centre near 10
Rab2A wt mod – changes GTP binding to wildtype dog Rab2A, up or down. P61105. GST-Rab2 wt beads, Bodipy-GTP binding, flow cytometry. GTP binding activity, % at 10 µM. hit rate 0.19% among 190,000. AID 760;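 active means GTP binding activity at least 20 points away from 100%, either lowered or raised; inconclusive means signal likely due to the compound's own green fluorescence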;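 further: 0% = beads with excess unlabeled GTP and 100% = no-compound control corrected for plate trend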
Cdc42 wt GTP – changes GTP binding to wildtype human Cdc42. AID 761. percent activity (GTP binding), % at 10 µM. P60953. hit rate 0.2% among 190,000. GST-Cdc42 beads, Bodipy-GTP binding, flow cytometry; actives lie on both sides;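 active means percent activity GTP binding at least 20 points away from the 100% baseline, either down as inhibitor or up as activator; inconclusive means compound flagged as likely green fluorescent from well-wide comparison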;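 further: median bead fluorescence of bound Bodipy-FL-GTP at 100 nM; 0% = excess unlabeled GTP control and 100% = no compound control; below 100% means less GTP binding so inhibitor and above means activator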
Target sequence (P60953 whole entry, looked up): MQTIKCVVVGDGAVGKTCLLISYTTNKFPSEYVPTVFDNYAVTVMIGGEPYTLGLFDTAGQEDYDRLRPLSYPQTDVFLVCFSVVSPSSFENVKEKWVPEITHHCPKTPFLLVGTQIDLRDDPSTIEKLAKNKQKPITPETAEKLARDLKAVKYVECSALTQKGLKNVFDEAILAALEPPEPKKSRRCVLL
Rac1 act GTP bind – human Rac1 activated mutant GTP binding change; percent activity (GTP binding), % at 10 µM; hit rate 0.11% among 190,000; GST-Rac1 activated beads, fluorescent GTP binding, flow cytometry; actives lie on both sides; 100% means binding = to untreated wells; P63000;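 active means GTP binding at least 20 percentage points away from the 100% baseline, in either direction, so actives lie on both sides; inconclusive means Compound likely fluorescent itself, or too few beads counted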
HRas wt GTP bind – modulators of GTP binding to human HRas wildtype | P01112 | GST-Ras wt beads, Bodipy-FL-GTP binding, flow cytometry; actives lie on both sides | GTP binding activity, % at 10 µM | hit rate 0.14% among 190,000;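 active means GTP binding activity at least 20% away from the 100% baseline, either lowered as inhibitor or raised as activator; inconclusive means flagged as likely green fluorescent, judged across all proteins in the well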;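 further: 0% = unlabeled GTP competition control and 100% = no-compound control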
Target sequence (P01112 whole entry, looked up): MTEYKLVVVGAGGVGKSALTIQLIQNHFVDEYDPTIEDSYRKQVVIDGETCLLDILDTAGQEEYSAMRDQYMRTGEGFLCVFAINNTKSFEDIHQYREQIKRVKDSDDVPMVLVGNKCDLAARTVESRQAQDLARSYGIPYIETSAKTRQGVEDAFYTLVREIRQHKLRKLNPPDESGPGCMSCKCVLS
Pf gamet viab – inhibitors of late stage P. falciparum gametocyte viability | P. falciparum stage V gametocytes, ATP luminescence, 24 h | AID 743093 | inhibition, % at 10.9 µM | hit rate 0.065% among 150,000;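 active means inhibition above the mean plus 3 SD of compounds within the control limits, set per campaign, cut at about 38% in these data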;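 further: 0% = DMSO wells and 100% = medium only without gametocytes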
Mcl1-Bid inh – Mcl-1/Bid interaction inhibition | Q07820 | inhibition, % at 21.7 µM | TR-FRET Mcl-1/Bid-Dy647 peptide binding, 1536-well | AID 1021 | hit rate 0.97% among 220,000;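 active means compounds that cut the binding signal by more than half at the single screening dose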;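 further: His-tagged Mcl-1 with europium anti-His antibody binding Bid BH3 peptide; 0% = Mcl-1 plus peptide wells and 100% = peptide-only wells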
Rab7 wt GTP bind – modulators of GTP binding to dog Rab7 wildtype GTPase. hit rate 0.055% among 190,000. AID 758. GST-Rab7 beads, fluorescent GTP binding, flow cytometry; actives lie on both sides; untreated = 100%, excess cold GTP = 0%. GTP binding activity (percent of control), % at 10 µM;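 active means fluorescent GTP binding to Rab7 beads changed by at least 20 points from the 100% baseline, either direction, mostly lower; inconclusive means compound itself probably fluorescent, or too few beads counted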;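 further: median green fluorescence of bound Bodipy-FL-GTP per Rab7 bead population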
* = called active by the depositor; u = inconclusive; x = no result given.

SMILES	Mcl1 Noxa PPI	Rac1 wt GTP bind	Bim-Mcl-1	Avidin fluor	Rab2A wt mod	Cdc42 wt GTP	Rac1 act GTP bind	HRas wt GTP bind	Pf gamet viab	Mcl1-Bid inh	Rab7 wt GTP bind
CN(C)c1ccc(NC2=C([N+](=O)[O-])CS(=O)(=O)C2)cc1	15.1	100.0	1.0	8	97.0	96.0	97.0	98.0	x	-46.1	97.0
CCOCC(=O)N1CCN(c2ccccc2OC)CC1	6.4	103.0	0.0	13	96.0	100.0	98.0	97.0	-11.2	-32.8	94.0
O=c1[nH]cnc2ccccc12	-7.3	103.0	-2.0	5	100.0	101.0	98.0	99.0	x	0.7	101.0
COc1ccc(N(CC(=O)O)S(=O)(=O)c2ccc(OC)c(OC)c2)cc1	15.9	105.0	0.0	14	104.0	107.0	103.0	104.0	x	10.4	102.0
CCN(CC)S(=O)(=O)c1ccc(NC(=O)c2ccc(NS(C)(=O)=O)cc2)cc1	-8.0	95.0	-3.0	14	96.0	97.0	92.0	100.0	x	-2.8	99.0
CCC(=O)NC(=S)Nc1ccccc1C(=O)NC1CCCCC1	-8.0	102.0	-4.0	14	99.0	99.0	100.0	100.0	12.0	-17.3	99.0
CNC(=O)c1ccc2c(c1)nnn2C	-12.2	104.0	-8.0	3	105.0	106.0	103.0	105.0	1.5	5.4	103.0
Cc1ccc(C(=O)/C=C2/NC(=O)CS2)cc1	4.3	111.0	-2.0	6	101.0	104.0	100.0	102.0	x	-13.8	103.0
Nc1c2c(nc3sc4c(c13)CCCCC4)CCCCC2	25.1	109.0	0.0	12	99.0	99.0	100.0	101.0	-0.8	-29.4	98.0
C/C=C/C=N/Nc1nc(-c2ccc([N+](=O)[O-])cc2)cs1	7.2	101.0	-9.0	6	102.0	103.0	101.0	102.0	-14.8	-18.9	97.0
COc1ccc(/C=N/NC(=O)c2c([N+](=O)[O-])c(C)nn2C)cc1	0.6	u	-2.0	3	u	u	u	u	-37.2	6.3	u
COc1cccc(Nc2nc3ccc(OC)cc3s2)c1	13.8	94.0	-1.0	12	95.0	95.0	94.0	94.0	-2.6	-7.1	96.0
COc1ccc2c(CC(=O)Nc3nnc(C4CC4)s3)coc2c1	7.6	106.0	-2.0	17	101.0	103.0	97.0	102.0	-7.1	-43.7	100.0
O=C(N/N=C/c1ccco1)c1ccccn1	-3.0	106.0	-2.0	6	105.0	107.0	102.0	105.0	x	-16.5	103.0
COc1ccccc1N(C(=O)CN1C(=O)c2ccccc2S1(=O)=O)C(C(=O)NCC1CCCO1)c1ccc(F)cc1 (configuration not stated)	12.6	104.0	-1.0	12	101.0	102.0	100.0	103.0	-5.2	-0.5	103.0
O=C(CNC(=O)c1ccc(Br)cc1)NCCc1nc2ccccc2[nH]1	18.0	102.0	-3.0	12	98.0	101.0	99.0	99.0	x	16.3	96.0
Cc1ccc2nsnc2c1N	9.2	103.0	0.0	10	97.0	95.0	98.0	97.0	-14.9	-65.4	100.0
COc1ccc(OC)c(Nc2cc(C)nc3ccccc23)c1	3.1	108.0	1.0	13	101.0	106.0	102.0	99.0	7.8	-47.2	101.0
Cc1nn(-c2ccccc2)c(Cl)c1/C=N/Nc1nc2ccccc2[nH]1	28.6	103.0	-2.0	6	98.0	100.0	98.0	99.0	9.3	-10.5	99.0
CCOC(=O)N1CCN(Cc2nc3c(c(=O)[nH]c(=O)n3C)n2Cc2ccccc2C)CC1	-6.5	101.0	-4.0	9	101.0	102.0	99.0	103.0	x	-0.3	106.0
C[N+]1(CC(=O)Nc2ccccc2Cl)CCN(C(=O)c2cccs2)CC1	15.3	106.0	-6.0	15	101.0	101.0	99.0	100.0	1.4	-15.3	102.0
Cc1ccc(-n2ncc3c(N4CCC5(CC4)OCCO5)ncnc32)c(C)c1	6.8	103.0	0.0	7	99.0	98.0	99.0	100.0	x	-0.8	99.0
CNC(=O)c1nnsc1S(=O)(=O)c1ccc(Cl)cc1	20.9	96.0	-2.0	18	98.0	98.0	100.0	95.0	-1.8	6.6	104.0
COc1ccccc1N(C)S(=O)(=O)c1ccc(C(=O)OCC(=O)NCc2ccco2)cc1	4.2	101.0	0.0	39	100.0	101.0	100.0	100.0	x	-9.7	100.0
CNC(=O)Cn1ncc2c(C)n(Cc3ccc(C)cc3)c(C)c2c1=O	16.7	104.0	0.0	36	104.0	105.0	100.0	103.0	x	-22.2	104.0
O=c1c2ccccc2sc2nc(C3CCCCC3)n(Cc3ccco3)c(=O)c12	-30.0	101.0	4.0	5	99.0	100.0	98.0	99.0	14.1	66.7*	100.0
O=C(Nc1nccs1)c1ccc(N2C(=O)C3CCCCC3C2=O)cc1 (configuration not stated)	2.9	98.0	-4.0	3	97.0	96.0	97.0	100.0	-12.7	-22.4	102.0
O=C(c1cc2c(s1)CCCC2)N1CCN(C(=O)C2CCCO2)CC1 (configuration not stated)	2.7	104.0	0.0	5	102.0	102.0	101.0	103.0	-0.6	-1.7	99.0
C#Cc1ccc([C@@H]2C=C(C(=O)N3CCN(Cc4ccccc4)CC3)O[C@H](OCCCCO)C2)cc1	6.0	99.0	-1.0	7	97.0	98.0	97.0	96.0	x	2.1	104.0
O=c1c(-c2n[nH]c(=S)n2-c2ccccc2)cccn1Cc1cccc(Cl)c1	30.9	96.0	-5.0	15	97.0	92.0	95.0	94.0	8.6	9.5	100.0
C(=N\c1nc2ccccc2n1CCN1CCOCC1)/c1cccs1	3.6	100.0	-1.0	10	98.0	98.0	98.0	97.0	x	-25.7	94.0
COc1ccc(OCCNS(=O)(=O)c2ccc3oc4ccccc4c3c2)cc1	-8.5	91.0	0.0	10	95.0	97.0	93.0	96.0	x	-16.1	94.0
CCN(CC)c1ccc(C=C2C(=O)OC3(CCCC3)OC2=O)cc1	-3.2	102.0	-1.0	17	100.0	98.0	100.0	100.0	x	-31.6	100.0
CCOC(=O)/C(=C/c1ccco1)NC(=O)c1ccc(Br)o1	4.4	97.0	-8.0	4	97.0	95.0	97.0	96.0	8.8	-85.7	99.0
CC1(C)CC(=O)C2=C(C1)NC(=O)NC2c1ccccc1 (configuration not stated)	20.9	99.0	-1.0	21	97.0	98.0	96.0	101.0	2.8	-8.5	101.0
O=C(N/N=C1/CCCc2ccccc21)c1cc([N+](=O)[O-])cc([N+](=O)[O-])c1	2.7	93.0	0.0	15	95.0	96.0	94.0	93.0	10.1	7.7	95.0
COc1ccc(Cl)cc1NC(=O)c1noc2c1CCCC2	-4.2	104.0	3.0	5	104.0	102.0	99.0	103.0	-18.2	-28.7	107.0
CCOC(=O)C1=C(C)NC(=O)NC1c1ccc2c(c1)OCO2 (configuration not stated)	15.1	98.0	-5.0	15	97.0	101.0	94.0	98.0	11.0	-13.4	95.0
O=C(COc1ccccc1[N+](=O)[O-])N/N=C/c1ccccn1	-28.5	98.0	-2.0	7	99.0	98.0	98.0	99.0	-0.6	-30.5	97.0
Nn1c(Cc2cccc3ccccc23)nnc1SCc1ccc(Cl)c(Cl)c1	5.1	96.0	-2.0	13	94.0	94.0	95.0	96.0	14.3	6.8	98.0
S=C(Nc1ccc(Oc2ccccc2)cc1)NC1CCCCCC1	13.1	109.0	-10.0	13	96.0	79.0*	100.0	100.0	-55.4	-32.9	101.0
Cc1cc(C)cc(NC(=O)C2CC(=O)n3ncnc3N2)c1 (configuration not stated)	-11.6	103.0	-1.0	10	98.0	101.0	99.0	100.0	4.6	-17.0	99.0
CCOc1ccc(OCc2cccc(C(=O)N3CCCCCC3)c2)cc1	12.9	95.0	0.0	10	95.0	95.0	93.0	95.0	0.4	-21.8	95.0
CCCc1[nH]nc2c1C(c1ccc(OC)cc1OC)C(C#N)=C(N)O2 (configuration not stated)	10.9	92.0	3.0	29	94.0	93.0	96.0	97.0	x	-15.0	99.0
CCOC(=O)C1CCCN(C(=S)NC2CCCCC2)C1 (configuration not stated)	0.5	92.0	0.0	17	95.0	90.0	95.0	94.0	2.5	-26.4	96.0
Cc1ccc(CNCC(=O)Nc2cccc(S(=O)(=O)NC3=NCCCCC3)c2)cc1	37.8	97.0	-2.0	11	96.0	97.0	94.0	97.0	-3.2	6.7	104.0
O=C(COC(=O)CNC(=O)c1ccccc1)Nc1ccc2c(c1)OCO2	-3.9	99.0	-1.0	6	97.0	97.0	97.0	97.0	-24.6	-11.5	93.0
Cc1ccc(/C=c2/sc3n(c2=O)CCCN=3)o1	26.0	101.0	15.0	5	99.0	100.0	98.0	100.0	19.6	-22.2	100.0
CC(C)CC1=NN(C(=O)c2cccnc2)C(O)(C(F)(F)F)C1 (configuration not stated)	7.4	105.0	-2.0	15	96.0	99.0	100.0	101.0	x	-17.7	100.0
O=S(=O)(c1ccc(S(=O)(=O)n2cnc3ccccc32)cc1)N1CCCCCC1	26.6	100.0	0.0	24	100.0	100.0	100.0	100.0	15.0	10.1	97.0
CCC(C)NC(=O)COC(=O)c1cccnc1Nc1ccccc1F (configuration not stated)	7.0	105.0	-2.0	6	100.0	102.0	101.0	100.0	5.0	-12.5	100.0
Cn1c2c(c(=O)n(C)c1=O)C(NC(=O)C(C)(C)C)(C(F)(F)F)C(=O)N2 (configuration not stated)	2.1	108.0	-1.0	8	100.0	104.0	103.0	102.0	x	-2.8	101.0
Cc1cc(C)nc(Nc2n[nH]c(COc3ccc(Cl)cc3)n2)n1	16.4	107.0	0.0	24	102.0	105.0	98.0	101.0	x	-12.6	101.0
CCOC(=O)CN(Cc1sccc1C)C(=O)Nc1cccc(OC)c1	21.2	103.0	-1.0	11	100.0	103.0	102.0	100.0	-0.8	-2.5	101.0
Cc1ccc(OCC(O)CNS(=O)(=O)c2ccccc2C(=O)O)cc1 (configuration not stated)	2.2	101.0	-2.0	26	102.0	104.0	95.0	104.0	x	18.9	101.0
COc1ccc(/C=N/NC(=O)c2ccoc2C)cc1OC	-0.7	103.0	-2.0	13	101.0	103.0	99.0	101.0	2.7	-19.0	103.0
O=C(COc1ccccc1Cl)NNC(=O)C1CCCO1 (configuration not stated)	-12.8	103.0	-1.0	8	102.0	99.0	100.0	101.0	0.0	-23.5	101.0

From PubChem BioAssay
